Source: PubChem BioAssay
B2AR arrestin = qHTS assay of beta-arrestin-biased ligands of beta2-adrenergic receptor; beta-arrestin recruitment to beta2AR, cell-based reporter; Beta-2 adrenergic receptor (Homo sapiens), P07550; AID 492947, 2010; 330,000 tested, 0.02% active; Potency, µM (titrated, usually from 46.1 µM), for the others: at the top dose activation, hits mostly activators;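 note: potency is the fitted concentration of half-maximal effect; 0% = DMSO controls and full agonism = EC100 isoproterenol or metaproterenol; nearly all actives have a fitted effect of over 65% in size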
Giardia killer = Small Molecules that selectively kill Giardia lamblia: qHTS; 340,000 tested, 0.15% active; Giardia lamblia trophozoite viability; AID 540267, 2011; activity change, % at 7.66 µM, hits read low; in the data active = activity change below about -80%; inconclusive = between about -30% and that limit;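 note: parasites exposed to compound for two days anaerobically before the ATP read; % is set by controls: 0 for no effect and ±100 for the full control effect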
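Anaerobic 48 hrs incubation at 37 deg C of 100 trophozoites/well with test compounds; ATPLite 1-Step luminescence, 15-30 min RT, reports cellular ATP as viability.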
hERG WT inh = qHTS for Inhibitors of KCHN2 3.1: Wildtype qHTS; 340,000 tested, 0.37% active; U2OS, BacMam KCNH2, thallium flux FluxOr; active compounds read low; activity change, % at 1.84 µM; Voltage-gated inwardly rectifying potassium channel KCNH2 (Homo sapiens), Q12809; AID 720551, 2013;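 active = maximum activity change below -70%; inconclusive = maximum activity change between -70% and -50%; inactive = maximum activity change above -50%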; note: % is set by controls: 0 for no effect and ±100 for the full control effect
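U2OS cells transduced with wild-type KCNH2 virus are loaded with FluxOr dye for 45 min, and thallium flux is measured in kinetic reads before and after stimulation buffer. Rate constants are normalized to DMSO controls.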
CXXC DNA block = qHTS Fluorescence Polarization Assay for Inhibitors of MLL CXXC domain - DNA interaction. 290,000 tested, 0.037% active. Potency, µM (top dose mostly 115 µM), for the others: at the highest dose activity change, negative = inhibition, hits mostly inhibitors. MLL-CXXC / FITC-HOXA9 DNA fluorescence polarization; active = well fitted inhibition curve with a large enough effect in the polarisation, with a control signal flat, not every such curve was filed as active; inconclusive = small, poorly fitted or top-dose-only effect, or effect the other way, or a change in a side signal; inactive = no such curve, though single readings can be large or run the other way; the % refers to the polarisation; note: potency is the fitted concentration of half-maximal effect
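Steps: dispense CXXC domain solution (7 uM) → pin compounds or unlabeled HOX-A9 DNA control → 5 min ambient → add FLSN-HOX-A9 solution (50 nM) → spin → 30 min ambient → fluorescence polarization. Tris pH 7.5/NaCl/DTT/BSA buffer.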
PKM2 activator = qHTS Assay for Activators of Human Muscle isoform 2 Pyruvate Kinase; Pyruvate kinase PKM (Homo sapiens), P14618; purified PKM2, Kinase-Glo ATP luminescence, activation; response scale: 0% is enzyme alone, no compound; Potency, µM (series often up to 57.5 µM), without a hit: at the top dose activation, most hits filed as activators; 260,000 tested, 0.34% active; note: potency is the fitted concentration of half-maximal effect; % is set by controls: 0 for no effect and ±100 for the full control effect; nearly all actives have a fitted effect of over 55% in size
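ATP formation by purified human PK-M2, quantified via coupled luciferase luminescence after 1 h at room temperature with 0.1 mM ADP and 0.5 mM PEP final.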
FBPA coupling cs = qHTS Assay for Inhibitors of Fructose-1,6-bisphosphate Aldolase from Giardia Lamblia: Coupling assay counterscreen; coupling enzyme system counterscreen, AmpLite Red fluorescence; activity change, negative = inhibition, % at 58.2 µM, hits read low; 290,000 tested, 0.67% active; AID 2472, 2010; in the data active = activity change below about -30%; note: % is set by controls: 0 for no effect and ±100 for the full control effect
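First, compound is pin-transferred into glyceraldehyde-3-phosphate coupling-enzyme reagent at 57.5 uM final and held 10 min at RT. Next, substrate, coupling system and AmpLite Red are added. After 20 min RT, fluorescence (525/598 nm) is read.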
Menin-MLL TR inh = qHTS Assay for Inhibitors Targeting the Menin-MLL Interaction in MLL Related Leukemias: Competition With Texas Red Labeled MLL-derived Mutant Peptide | O00255 | Menin + Texas Red MLL mutant peptide, fluorescence polarization | Potency, µM (series often up to 61.6 µM), for inactives: at the top dose FP activity change, negative = inhibition, hits mostly inhibitors | 270,000 tested, 0.23% active; active = well fitted inhibition curve with a large enough effect in the polarisation, with a control signal flat, not every such curve was filed as active; inconclusive = small, poorly fitted or top-dose-only effect, or effect the other way, or a change in a side signal; inactive = no such curve, though single readings can be large or run the other way; the % refers to the polarisation; note: potency is the fitted concentration of half-maximal effect; % of control where 0% means no effect; many of its hits are not listed in these tables
GALK inhibitor = qHTS Assay for Inhibitors of Human Galactokinase (GALK) | P51570 | Purified GALK, Kinase-Glo residual ATP luminescence | Potency, µM (series often up to 57.5 µM), for inactives: top-dose activity change, negative = inhibition, most hits filed as inhibitors | 270,000 tested, 0.007% active | AID 1868, 2009; note: potency is the fitted concentration of half-maximal effect; % is set by controls: 0 for no effect and ±100 for the full control effect
Target sequence (P51570 whole entry, looked up): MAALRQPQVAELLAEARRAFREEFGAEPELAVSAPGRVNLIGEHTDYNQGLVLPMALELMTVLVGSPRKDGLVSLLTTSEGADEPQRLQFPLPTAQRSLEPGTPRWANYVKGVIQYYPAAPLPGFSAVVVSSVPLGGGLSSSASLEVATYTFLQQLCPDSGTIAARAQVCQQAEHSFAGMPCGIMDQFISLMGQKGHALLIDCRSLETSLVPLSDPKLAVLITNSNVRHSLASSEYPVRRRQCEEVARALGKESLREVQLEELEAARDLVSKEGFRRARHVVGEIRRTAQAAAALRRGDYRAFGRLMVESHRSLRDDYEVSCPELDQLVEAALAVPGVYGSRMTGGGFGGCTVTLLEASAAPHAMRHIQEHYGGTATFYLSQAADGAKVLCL
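Luminescence from leftover ATP (Ultra-Glo luciferase/luciferin) served as read-out after a 1 h room-temperature reaction of 5 nM GALK with 35 uM ATP and 100 uM galactose.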
USP2a inh = qHTS Assay for Inhibitors of Ubiquitin-specific Protease USP2a Using CHOP2 as the Reporter. Ubiquitin carboxyl-terminal hydrolase 2 (Homo sapiens), O75604. USP2 core, Ub-CHOP2 coupled fluorogenic reporter, 485/531. Potency, µM (top dose mostly 38.3 µM), for inactives: at the highest dose activity change, negative = inhibition, most hits filed as inhibitors. 330,000 tested, 0.01% active;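 note: potency is the fitted concentration of half-maximal effect; plate controls were DMSO wells for no effect and full inhibition by NEM control for full effect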
Target sequence (O75604 whole entry, looked up): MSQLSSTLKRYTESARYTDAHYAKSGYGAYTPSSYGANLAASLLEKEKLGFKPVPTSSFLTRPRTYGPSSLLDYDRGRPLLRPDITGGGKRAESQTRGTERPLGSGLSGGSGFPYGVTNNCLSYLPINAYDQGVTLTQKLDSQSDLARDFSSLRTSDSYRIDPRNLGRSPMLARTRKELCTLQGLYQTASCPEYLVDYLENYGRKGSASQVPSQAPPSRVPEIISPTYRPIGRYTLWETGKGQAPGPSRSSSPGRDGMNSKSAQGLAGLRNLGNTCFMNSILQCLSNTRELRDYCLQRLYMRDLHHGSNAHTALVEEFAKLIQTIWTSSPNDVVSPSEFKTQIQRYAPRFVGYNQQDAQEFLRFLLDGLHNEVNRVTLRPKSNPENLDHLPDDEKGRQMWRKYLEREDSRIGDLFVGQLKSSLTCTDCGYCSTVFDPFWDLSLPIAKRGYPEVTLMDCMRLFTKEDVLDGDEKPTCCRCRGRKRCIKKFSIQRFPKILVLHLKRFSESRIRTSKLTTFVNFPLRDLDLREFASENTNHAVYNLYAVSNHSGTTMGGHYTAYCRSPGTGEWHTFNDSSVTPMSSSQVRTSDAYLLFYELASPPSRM
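Cell-free coupled assay: 10nM USP2 core preincubated 30min RT with compound in Tris-HCl pH 8.0/CaCl2/CHAPS buffer, then 25nM Ub-CHOP2 and 25nM reporter substrate; fluorescence (Ex 485/Em 531) read after 60min RT, normalized to NEM inhibition, concentration-response curves fitted.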
TRPV1 agonist = HTS Assay for Compounds that Act as Agonists of the Vanilloid Receptor 1. TRPV1-expressing cells, Fluo-8 calcium influx, agonist mode. activation, % at 8.33 µM. AID 540275, 2011. 320,000 tested, 0.19% active; in the data active = activation above about 80%; inconclusive = between about 30% and that limit; note: 0% is about no effect
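TRPV1-expressing cells were cultured overnight at 35.5C and loaded with Fluo-8 calcium dye for 40 to 90 min at room temperature. After a 10 s baseline, compound was added and calcium influx was read kinetically for 3 min (ex 480/em 520 nm).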
KCNH2 3.1 inh = qHTS for Inhibitors of KCHN2 3.1: Mutant qHTS. Potassium voltage-gated channel subfamily H member 2, brain isoform KCNH2 3.1 (human). U2OS KCNH2 3.1, thallium flux FluxOr; active compounds read low. activity change, % (tested at about 1.8 µM). 340,000 tested, 0.95% active;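 active = maximum activity change below -70%; inconclusive = maximum activity change from -70% to -50%; inactive = maximum activity change above -50%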;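 note: thallium influx rate constant from kinetic fluorescence after stimulation buffer; % is set by controls: 0 for no effect and ±100 for the full control effect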
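Thallium flux via FluxOr fluorescence (Red40 quencher, 45 min loading) in U2OS cells virally expressing the KCNH2 3.1 isoform (1.77 x 10^8 /mL virus, overnight at 37 C). Rate constants from 2-min kinetic reads post-stimulation, normalised to positive and negative controls.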
* hit, by the source's call; u = inconclusive; x = no result given; [ ] = remark or other dose. Unless noted, calls come from the whole dose curve; as a rule, active = well fitted curve in the direction sought with a large enough effect; inconclusive = small, poorly fitted or top-dose-only effect, or another doubt; inactive = no such curve, though single readings can be large; an effect the other way counts as inactive or inconclusive.

Molecule	B2AR arrestin	Giardia killer	hERG WT inh	CXXC DNA block	PKM2 activator	FBPA coupling cs	Menin-MLL TR inh	GALK inhibitor	USP2a inh	TRPV1 agonist	KCNH2 3.1 inh
COc1cc(NC(=O)c2c(F)c(F)c(OC)c(F)c2F)ccc1NC(=O)c1cccs1	0.5%	-4	11	-10%	-7%	x	x	-3%	-1%	4	1
COc1cccc(C(=O)NCC(c2cccnc2)N2CCN(c3ccccc3OC)CC2)c1 (stereo not given)	-0.1%	-5	-2	-5%	-8%	-2	-14%	x	1%	-2	2
CCCOc1ccc(OCCNC2CCCC2)cc1	-0.1%	-7	9	12%	1%	-1	25%	x	2%	-3	-5
S=C(c1ccc(-c2ccc(Cl)cc2)o1)N1CCCCC1	0.7%	-2	5	-4%	u	0	15%	0%	-5%	20	-26
Cc1ccc(COc2coc(CN3CCN(C(=O)c4ccco4)CC3)cc2=O)cc1	-0.2%	14	3	x	x	x	x	x	1%	-2	4
CC(C)(C)OC(=O)C[C@H]1C/C=C\C[C@@H](CC(=O)N(CCO)Cc2ccccc2)C(=O)NC[C@@H](c2ccccc2)OC1=O	-0.2%	8	-4	x	x	x	x	x	0%	x	3
COC(=O)c1cc(S(=O)(=O)Nc2nn(C)c3cccc(F)c23)oc1C	-0.6%	18	-6	0%	-11%	0	x	5%	0%	6	3
O=C(CCNS(=O)(=O)c1ccc(OC(F)(F)F)cc1)N1CCCC1	-0.4%	-2	-4	x	x	x	x	x	0%	2	7
O=C1c2ccccc2C(Nc2ccccc2F)N1c1cccnc1 (stereo not given)	0.3%	-13	-3	-2%	2%	0	0%	1%	-1%	-3	0
COc1ccc(NC(=O)N(C)C[C@H]2Oc3ccc(NS(=O)(=O)c4cccs4)cc3C(=O)N([C@@H](C)CO)C[C@@H]2C)cc1	-0.7%	2	2	x	x	x	x	x	1%	x	9
Cc1ccc(Cn2nnc3c(=O)[nH]c(C4CCN(C(=O)c5cccs5)CC4)nc32)cc1	-1.7%	-11	0	5%	19%	5	1%	-2%	4%	1	-37
CC(C)(C)C(=O)Nc1ccc(C(=O)N/N=C/C2CC3C=CC2C3)cc1 (stereo not given)	0.2%	3	25	0%	-18%	-1	-15%	2%	-5%	u	-4
O=C(Cn1c(=O)oc2cc(S(=O)(=O)N3CCCCC3)ccc21)N1CCc2ccccc21	0.0%	-1	-27	42%[activator]	2%	2	u	0%	-3%	9	-4
CCCC1CCc2c(sc(NC(=O)OCC)c2C#N)C1 (stereo not given)	-0.3%	-13	-7	-12%	-16%	-1	-3%	-4%	-5%	0	1
COc1ccccc1-n1cnc2cc(NCc3ccccc3O)ccc21	0.9%	-11	0	13%	11%	-3	x	-3%	2%	23	-18
COc1cc(/C=C/C(=O)O)cc(S(=O)(=O)NCC2CCCO2)c1OC (stereo not given)	-0.6%	0	-1	1%	-1%	0	x	-3%	-1%	3	18
O=S1(=O)CCO[C@H]2Cc3ccccc3[C@H]2N1Cc1ccccc1F	-0.7%	9	5	-7%	1%	1	0%	x	3%	6	-17
COc1ccc(N=Cc2sc3ccccc3c2Cl)cc1	0.5%	-3	2	-2%	-3%	-3	14%	-2%	0%	-5	-17
S=c1[nH]nc(-c2cccnc2)n1/N=C/C=C/c1ccccc1	0.3%	1	12	14%	-16%	6	16%	-2%	2%	-2	10
Cc1ccccc1Cn1nnc(C(=O)Nc2ccc3c(c2)OCCO3)c1N	-0.4%	-19	0	x	x	x	x	x	3%	-2	-5
O=C(O)CCCCCN1C(=O)/C(=C\c2ccncc2)SC1=S	-0.8%	11	-12	6%	2%	0	-15%	1%	5%	-1	-8
COc1cccc(Nc2c3c(nc4c(-c5ccccc5)c(C)nn24)CCC3)c1	-1.9%	13	17	0%	4%	-4	-8%	0%	-2%	4	-7
COc1ccc(OC)c(NC(=O)COC(=O)/C=C/c2ccccc2Cl)c1	-0.2%	9	-5	6%	8%	-2	6%	1%	1%	1	-8
CSc1nnc(Cc2cc(=O)[nH]c(=O)[nH]2)n1-c1cccc(C)c1	-0.2%	2	-4	5%	2%	0	4%	0%	-1%	3	6
COc1ccc(C2OCC3(CO2)SC(=O)NC3=O)cc1 (stereo not given)	0.0%	0	2	5%	6%	5	-18%	x	0%	1	6
CSCCC(NC(=O)c1ccco1)C(=O)OCC(=O)N1c2ccccc2NC(=O)C1(C)C (stereo not given)	0.1%	-13	-1	x	x	x	x	x	-1%	-1	-6
CSc1ccc(CCNS(=O)(=O)c2c(C)[nH]c(C)c2C(=O)N2CCCCC2)cc1	0.0%	15	3	6%	x	1	-27%	4%	-2%	-5	-21
Oc1c(C(c2cccs2)N2CCN(c3ccc(F)cc3)CC2)sc2ncnn12 (stereo not given)	0.3%	8	8	-21%	-2%	-1	-5%	0%	-1%	1	-7
COCCSc1ccccc1C(=O)Nc1ccc2c(c1)OCCO2	0.0%	6	0	4%	12%	-3	0%	-1%	5%	0	-14
Cc1cc(NC(=O)c2cccc(Cl)c2)n[nH]1	-0.1%	14	-10	x	x	x	x	x	0%	0	11

Molecules from the list above containing a COOH group:
Molecule	B2AR arrestin	Giardia killer	hERG WT inh	CXXC DNA block	PKM2 activator	FBPA coupling cs	Menin-MLL TR inh	GALK inhibitor	USP2a inh	TRPV1 agonist	KCNH2 3.1 inh
COc1cc(/C=C/C(=O)O)cc(S(=O)(=O)NCC2CCCO2)c1OC (stereo not given)	-0.6%	0	-1	1%	-1%	0	x	-3%	-1%	3	18
O=C(O)CCCCCN1C(=O)/C(=C\c2ccncc2)SC1=S	-0.8%	11	-12	6%	2%	0	-15%	1%	5%	-1	-8

Two of these compounds, reformatted:
Second line of a record: B2AR arrestin, Giardia killer, hERG WT inh, CXXC DNA block, PKM2 activator, FBPA coupling cs, Menin-MLL TR inh, GALK inhibitor, USP2a inh, TRPV1 agonist, KCNH2 3.1 inh
COc1cc(/C=C/C(=O)O)cc(S(=O)(=O)NCC2CCCO2)c1OC (stereo not given)
    -0.6%, 0, -1, 1%, -1%, 0, x, -3%, -1%, 3, 18
O=S1(=O)CCO[C@H]2Cc3ccccc3[C@H]2N1Cc1ccccc1F
    -0.7%, 9, 5, -7%, 1%, 1, 0%, x, 3%, 6, -17

(cont.)
Molecule	B2AR arrestin	Giardia killer	hERG WT inh	CXXC DNA block	PKM2 activator	FBPA coupling cs	Menin-MLL TR inh	GALK inhibitor	USP2a inh	TRPV1 agonist	KCNH2 3.1 inh
O=C(NCc1ccco1)C1CCN(S(=O)(=O)Cc2ccccc2)CC1	-1.1%	-2	19	-10%	-4%	1	0%	-3%	1%	3	4
COc1ccc2[nH]c3c(c2c1)CCN1C(=O)C(CC(=O)NCCC2=CCCCC2)C[C@H](C(=O)N2CCCCC2)[C@@]31C (stereo not given in full)	-0.2%	u	3	x	x	x	x	x	0%	x	1
Nc1[nH]n2c(=O)c3c(nc2c1N=Nc1ccccc1)CCCC3	-0.8%	-2	-8	10%	5%	-6	30%[activator]	-3%	4%	-4	-30
COCCNc1nc(C)c(C(C)=O)s1	0.0%	9	-18	7%	-1%	3	9%	-2%	13%	-2	1
N#Cc1ccc(Cl)cc1NC(=O)COC(=O)[C@H](CCC(N)=O)NC(=O)c1ccc(F)cc1	-0.2%	-2	-6	-3%	-1%	4	-5%	x	2%	2	11
CC1CCCN(C(=O)c2ccc(COc3ccccc3Br)cc2)C1 (stereo not given)	-0.2%	-2	-9	-11%	5%	4	u	0%	0%	u	-5
O=C(COC(=O)C1=NN(c2ccccc2)C(=O)CC1)NCc1ccccc1Cl	-0.2%	7	-4	x	x	x	x	x	-1%	-2	14
CNc1c([N+](=O)[O-])cnn1-c1cccc(Cl)n1	-0.1%	-3	3	4%	1%	2	-19%	1%	4%	-1	12

A portion of the library; the hit share may differ from the screen's.
